Assay outcomes (PubChem BioAssay)
OX1R antag-1 – human HCRTR1 antagonism | AID 434989 | inhibition, % at 5 µM | 330,000 compounds, 0.43% hits | O43613 | CHO/OX1R cells, Fluo-8 calcium fluorescence, orexin A;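 active = inhibition above its plate's threshold, mean inhibition of all tested compounds on the plate plus 3 SD, cut at about 37% in these data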;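 also: 0% = orexin A challenge wells and 100% = SB-334867-A antagonist wells; not every result past the cut was called active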
Target sequence (O43613 whole entry, looked up): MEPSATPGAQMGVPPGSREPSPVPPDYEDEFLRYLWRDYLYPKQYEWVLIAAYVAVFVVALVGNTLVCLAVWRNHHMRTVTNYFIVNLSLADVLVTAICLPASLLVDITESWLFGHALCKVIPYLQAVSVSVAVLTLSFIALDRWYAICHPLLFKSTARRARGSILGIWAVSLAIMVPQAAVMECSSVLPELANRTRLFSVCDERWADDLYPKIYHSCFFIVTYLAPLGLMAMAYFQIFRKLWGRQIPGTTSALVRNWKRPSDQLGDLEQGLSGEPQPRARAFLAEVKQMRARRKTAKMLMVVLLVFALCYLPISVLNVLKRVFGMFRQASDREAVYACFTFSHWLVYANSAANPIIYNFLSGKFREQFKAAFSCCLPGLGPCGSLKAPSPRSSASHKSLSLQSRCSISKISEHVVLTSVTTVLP
STK33 inh – human STK33 kinase inhibition | AID 2661 | 320,000 compounds, 0.073% hits | purified STK33, MBP phosphorylation, ADP-Glo luminescence | Q9BYT3 | inhibition, % at 10 µM;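 active = inhibition at or above 25%, using the most active replicate where run in duplicate; inactive = inhibition below 25%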
Target sequence (Q9BYT3 whole entry, looked up): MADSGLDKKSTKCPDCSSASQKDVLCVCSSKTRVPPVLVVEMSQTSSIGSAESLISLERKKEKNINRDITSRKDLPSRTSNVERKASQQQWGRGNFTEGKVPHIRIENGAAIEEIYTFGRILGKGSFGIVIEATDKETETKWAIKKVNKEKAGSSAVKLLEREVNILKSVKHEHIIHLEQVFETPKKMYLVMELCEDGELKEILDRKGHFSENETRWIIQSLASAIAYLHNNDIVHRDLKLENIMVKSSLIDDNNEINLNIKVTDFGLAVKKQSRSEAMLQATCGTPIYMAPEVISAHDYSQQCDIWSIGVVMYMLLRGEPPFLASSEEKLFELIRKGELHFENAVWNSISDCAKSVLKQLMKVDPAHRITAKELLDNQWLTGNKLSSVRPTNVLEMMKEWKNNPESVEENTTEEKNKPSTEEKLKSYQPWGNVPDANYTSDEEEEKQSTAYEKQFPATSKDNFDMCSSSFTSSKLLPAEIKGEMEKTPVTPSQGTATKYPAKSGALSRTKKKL
OX1R antag-2 – antagonists of human orexin 1 receptor (OX1R). OX1R-expressing cells, FRET antagonist read-out. 330,000 compounds, 1.8% hits. O43613. AID 485270. inhibition, % at 6.6 µM; in the data active = inhibition mostly above about 38%, no sharp cut-off; inactive = mostly below about 40%;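 also: 0% = agonist challenge alone and 100% = reference antagonist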
* marks the source's active call; other numbers are inactive results; · = not tested or not shown.

SMILES	OX1R antag-1	STK33 inh	OX1R antag-2
COC(=O)C1=NN(c2cccc(C)c2)C2C(=O)N(c3ccccc3OC)C(=O)C12 (configuration not stated)	-27	-0.6	8
Nc1ncnc(Nc2ccccn2)c1[N+](=O)[O-]	-9	-1.8	64*
CSc1ncccc1-c1nc2ccccc2[nH]1	-2	0.2	7
COC(=O)[C@H](CCSC)NC(=O)NC1CC1	-1	0.1	8
Cc1cccc2cc(CN(Cc3cccs3)C(=S)NCC3CCCO3)c(=O)[nH]c12 (configuration not stated)	-18	0.1	11
CN(C)S(=O)(=O)N1CCC(Oc2ccc(C(=O)N3CCCCCCC3)cc2)CC1	-19	-3.7	19
Cc1cc(NC(=O)CN2CCCC(C)C2)no1 (configuration not stated)	-1	-0.4	12
Cc1ccccc1NC(=O)Cn1cc(C(=O)C2CC2)c2ccccc21	-14	-0.3	13
NS(=O)(=O)c1ccc(NNC(=O)c2ccccc2C(=O)O)cc1	-11	1.1	7
Cc1nc(/N=C\N(C)C)sc1C(=O)Nc1ccccc1	-3	-2.0	12
O=C(NCc1ccccc1C(F)(F)F)c1cccc2c1C(=O)c1ccc(N3CCOCC3)cc1S2(=O)=O	16	0.3	2
O=[N+]([O-])c1cccc(NC(=S)N2CCc3ccccc3C2)c1	-3	1.4	9
COc1cccc(CC2(CO)CCCN(C/C=C/c3ccccc3OC)C2)c1 (configuration not stated)	-3	-0.8	37
COc1ccccc1N1CCN(C(=O)c2cc(-c3ccco3)on2)CC1	-36	0.0	2
O=C(Nc1ccc(F)c([N+](=O)[O-])c1)C1CC(=O)N(Cc2ccccc2)C1 (configuration not stated)	-17	-0.7	13
O=Cc1ccc(-c2nc3ccccc3s2)o1	-6	1.4	7
CC(C)c1ccc2c(c1)C(c1ccc(N3CCOCC3)cc1)=NNC(c1cccs1)=N2	-14	0.4	17
CN1C(=O)[C@H]2[C@@H](c3ccc(F)cc3)N3C(=O)c4ccccc4NC(=O)[C@@]3(C)[C@H]2C1=O	-20	0.2	22
COc1ccccc1NC(=O)CSc1nc(=O)n(CCN(C)C)c2c1CCCC2	-31	-1.0	19
CCCCn1c(N)c(N(CCOC)C(=O)c2cccc(N3C(=O)c4ccccc4C3=O)c2)c(=O)[nH]c1=O	-8	·	22
CC(C)C(O)(C#CCN1CCCCC1)C(C)C	-3	-2.3	1
Cc1ccccc1C(=O)Nc1ccc(C(=O)NNC(=O)CCCOc2ccc(Cl)cc2Cl)cc1	13	0.5	17
O=Nc1c(O)n(Cc2cccc(Cl)c2)c2ccccc12	6	-0.5	19
COCCCNC(=O)c1cc(-c2cccnc2)nc2ccc(S(=O)(=O)N3CCCCCC3)cc12	-5	-2.6	7
O=C(COc1cccc2c1CCN(Cc1ccc(Br)cc1)C2=O)NCc1ccco1	-20	-1.0	16

Entries listed so far marked active in OX1R antag-2:
SMILES	OX1R antag-1	STK33 inh	OX1R antag-2
Nc1ncnc(Nc2ccccn2)c1[N+](=O)[O-]	-9	-1.8	64*

Continued:
SMILES	OX1R antag-1	STK33 inh	OX1R antag-2
Cc1ccc2oc(=O)c3cnn(CC(=O)NCCN(C)C)c3c2c1	-8	-1.1	-4
CCn1nnnc1SCC(=O)Nc1ccc(F)cc1	1	-1.2	14
CN(C)/C=N/C(=S)Nc1ccc(Cl)c(Cl)c1	0	0.9	4
Cc1ccc(-n2c(SCC(=O)Nc3cccc(C)c3)nc3c(oc4ccccc43)c2=O)cc1	-19	-0.5	17
Cc1nc(N2CCOCC2)nc(N2CCN(c3ccccc3)CC2)c1[N+](=O)[O-]	-13	-0.3	25
Cc1oc(C(=O)O)cc1COc1cccc2cccnc12	6	0.0	13
CC(C(=O)N(C)C)N1c2cccc3cccc(c23)S1(=O)=O (configuration not stated)	-15	·	15
Cc1ccc(S(=O)(=O)c2ccc(NC(=O)c3c(F)cccc3F)cc2)cc1	-16	-1.3	0
Nc1nnn(CC(=O)N/N=C/c2cn[nH]c2-c2ccccc2)n1	-22	-0.8	10
CC1=C(C(=O)Nc2cccc(C(=O)N3CCC(C(N)=O)CC3)c2)SCCO1	-9	-0.9	15
Cn1nc(CC(=O)NCCN2C(=O)CSC2=O)c2ccccc2c1=O	-11	0.0	14
COc1cc(NC(=S)Nc2ccc(OC(F)F)cc2)cc(OC)c1	-20	-1.2	15
Cc1c(Cl)cccc1N1CC(C)(C)C1=O	-6	0.0	16
Cc1ccc(S(=O)(=O)N2CCOCC2)cc1C(=O)NC(=S)N(Cc1ccccc1)C(C)C	-15	0.0	23
CCN1C(=O)[C@H]2[C@@H](c3ccc(-c4ccccc4)cc3)N[C@@](Cc3ccccc3)(C(=O)OC)[C@H]2C1=O	-15	1.9	13
COc1ccc(S(=O)(=O)N2CCCCCC2)cc1NC(=O)Cc1cc(OC)c(OC)c(OC)c1	-30	-3.1	14
CCN(CC)S(=O)(=O)c1ccc2oc(C(=O)NC(C)C)c(C)c2c1	-10	-2.5	22
COCCn1cnc2c1c(=O)n(CC(=O)Nc1cc(C)on1)c(=O)n2Cc1ccccc1	-17	-1.4	19
CC(=C\C(=O)O)/C(=C/c1ccc(C)o1)C(=O)O	-5	·	16
N#CCCN1CCN(S(=O)(=O)c2ccc(S(=O)(=O)N3CCCC3)cc2)CC1	-13	-3.6	18
CCOC(=O)CSc1nc2c(c(=O)[nH]c(=O)n2C)n1CCc1ccccc1	-24	-1.2	22
Cc1c(C(=O)N(C)C)c2ccc(Cl)cc2n1O	-10	1.1	17
COCC(=O)Nc1cc([N+](=O)[O-])ccc1OC	3	-0.9	25
CC(C)NCCCOc1ccc(Cl)cc1Br	-11	1.9	8
N#Cc1ccc(C23CC4(C2)[C@H](CN(CC2CCCCC2)[C@@H]4c2ccccc2)C3c2ccc(Cl)nc2)cc1 (some centres not stated)	-25	-1.4	19

6 structures from above, ordered by formula weight, rising.
SMILES	OX1R antag-1	STK33 inh	OX1R antag-2
COCC(=O)Nc1cc([N+](=O)[O-])ccc1OC	3	-0.9	25
CN(C)/C=N/C(=S)Nc1ccc(Cl)c(Cl)c1	0	0.9	4
COc1cc(NC(=S)Nc2ccc(OC(F)F)cc2)cc(OC)c1	-20	-1.2	15
CC1=C(C(=O)Nc2cccc(C(=O)N3CCC(C(N)=O)CC3)c2)SCCO1	-9	-0.9	15
N#CCCN1CCN(S(=O)(=O)c2ccc(S(=O)(=O)N3CCCC3)cc2)CC1	-13	-3.6	18
Cc1ccc(-n2c(SCC(=O)Nc3cccc(C)c3)nc3c(oc4ccccc43)c2=O)cc1	-19	-0.5	17

The results go on.
SMILES	OX1R antag-1	STK33 inh	OX1R antag-2
O=C(NNC(=O)C1CCN(S(=O)(=O)c2ccccc2C(F)(F)F)CC1)c1ccccc1O	-6	-1.5	15
CCCSc1nc(SCC(=O)NCc2ccccc2)c2c3c(sc2n1)COC(C)(C)C3	-4	-1.7	12
CCOC(=O)C(NC(=O)c1ccc(OC)cc1)(N1CCOCC1)C(F)(F)F (configuration not stated)	0	-3.4	3
Cc1ccc2cc(C=O)c(N3CCOCC3)nc2c1C	-14	2.6	5
COc1ccc(OC)c2sc(NC(=O)CCSc3ccccc3)nc12	-23	0.1	13
COc1ccc(-n2c(NN)nc3sc4c(c3c2=O)CCCC4)cc1	-33	2.2	18
CN(C)/C=N/c1ncc(C(=O)c2ccc3ccccc3c2)s1	-23	-0.6	42*
CCCN1CCC(=NNc2ccc(S(N)(=O)=O)cc2[N+](=O)[O-])CC1	0	1.8	85*
NC(=S)N/N=C/c1ccccc1[N+](=O)[O-]	-8	-0.1	21
CS(=O)(=O)N(CC(=O)N1CCCC1)c1ccc(Cl)cc1	-11	-0.6	-8
O=c1/c(=C/c2ccco2)sc2n1CN(c1cccc(Br)c1)CN=2	-19	-0.8	56
O=C(Nc1nnc(C(F)(F)F)s1)c1c(F)cccc1F	-11	0.7	12
COC(=O)c1cc(C(=O)N2CCN(c3ccccc3OC)CC2)cc([N+](=O)[O-])c1	-15	-0.8	20
CC(=O)Oc1ccccc1C(=O)N1CCN(S(=O)(=O)c2ccc3ccccc3c2)CC1	-27	-1.0	3
CC(C)c1cc(C(=O)NNC(=S)NC2CCCCC2)cs1	-22	0.0	-10
O=C(Nc1cc(Cl)ccc1O)C1CC(c2c(F)cccc2Cl)=NO1 (configuration not stated)	-8	-1.8	38
CCOC(=O)c1cn(CC)c2cc3c(cc2c1=O)OCO3	-24	0.2	17
CC1CCC(NC(=O)CN2C(=O)NC3(CCCCC3C)C2=O)CC1 (configuration not stated)	-14	0.8	2
Cc1cccc(C)c1NC(=O)N1C(C(=O)O)CSC1C(=O)O (configuration not stated)	-6	-6.7	14
CC(C)C(=O)Nc1nnc(SCC(=O)NCc2ccco2)s1	-15	-1.4	1
COc1ccc(CNC(c2ccccc2)c2ccc(Cl)cc2)cc1 (configuration not stated)	-40	-1.2	3
CC(C)OC(=O)C1C(=O)CC(C)(O)C(C(=O)OC(C)C)C1c1ccc(F)cc1 (configuration not stated)	9	-1.6	18
Cc1ccc(C(=O)C2=C(O)C(=O)N(Cc3cccnc3)C2c2ccc(Cl)c(Cl)c2)o1 (configuration not stated)	-23	1.0	18
N#CC1=C(N)N(c2ccc(Cl)c(Cl)c2)C(=O)C1	-7	-1.0	4
COC(=O)c1cccc(C(=O)N2CCCC(C(=O)c3cc(F)ccc3F)C2)c1 (configuration not stated)	-22	-0.3	17
(further entries)
SMILES	OX1R antag-1	STK33 inh	OX1R antag-2
CN(CC(=O)Nc1cccc2ccccc12)C(=O)/C=C/c1cccs1	-12	3.2	15
COCCNC(=O)c1cc(-c2ccccc2)n(CC2CC(c3ccc(OC)cc3)=NO2)n1 (configuration not stated)	-17	0.0	8
CC(C)CC(COCc1cccc(Cl)c1)N1CCN(C(=O)c2ccc(C(F)(F)F)cc2)CCC1=O (configuration not stated)	-29	0.6	13
C=CCC[C@@H](Cc1ccc(F)cc1)C(=O)OC[C@H](Cc1c[nH]c2ccccc12)NC(=O)[C@@H](CC=C)CC(=O)N(CCO)Cc1ccccc1	15	-0.5	7
CN1CCN(c2ncnc3c2[nH]c2ccc(F)cc23)CC1	-15	4.1	8
COc1ccc(Cl)cc1NS(=O)(=O)c1ccc2c(c1)NC(=O)CCS2	6	-0.6	9
Cc1ccc2c(c1)C1(C)C(C(C)(C)N2C=O)C1(Cl)Cl (configuration not stated)	-18	-1.4	10
CC(C)CCN(Cc1ccco1)S(=O)(=O)c1csc(C(N)=O)c1	-6	-0.1	3
Cn1cccc1/C=N/NC(=O)c1cc2ccccc2cc1O	-13	5.5	13
COc1ccccc1-n1c(=O)c2c3c(sc2n2c(SC(C)C)nnc12)CCC3	-34	0.8	8
COc1cc(/C=N/NC(=O)c2ccc(COc3ccccc3Cl)o2)cc(Br)c1O	-3	-1.1	-7
CCOc1ccc(CNC(=O)c2cccc(NC(=O)C3=C(C)OCCS3)c2)cc1	-26	-0.3	20
O=C(NCCc1nnc2ccc(NCCCN3CCOCC3)nn12)c1ccccc1	3	-1.0	22
CC1C/C(=N/NC(=O)c2cccc(F)c2)c2ccc(O)cc2C1 (configuration not stated)	-2	-2.1	21
COc1ccc(S(=O)(=O)N2CCN(CC(O)COc3ccc(C#N)cc3)CC2)cc1OC (configuration not stated)	-13	0.4	13
O=C(CN1C(=O)NC(CCc2ccccc2)C1=O)NC1CC1 (configuration not stated)	-1	-0.5	7
CNCCCC1c2ccccc2C=Cc2ccccc21	-15	-2.1	9
COc1ccc(CSc2nnc(-c3ccncc3)n2N)cc1	-2	0.3	8
CCCCn1c(N)c(N(CCC(C)C)C(=O)CC2CCCC2)c(=O)[nH]c1=O	-25	-0.7	14
COC(=O)C1C(c2ccc(N(C)C)cc2)C(C(=O)OC)S(=O)(=O)CS1(=O)=O (configuration not stated)	-8	0.0	8
CN(C1CCCC1)C1CCN(C(=S)Nc2cc(F)cc(F)c2)CC1	-8	-0.5	17
O=C(/C=C/Nc1ccccc1C(F)(F)F)c1ccco1	-19	0.3	12
O=C(/C(=N\Nc1ccccc1)Sc1nnnn1-c1ccccc1)c1ccccc1	-24	0.0	26
COCCOc1cc(N2C(=O)CSCC2=O)c(Cl)cc1Cl	-17	3.0	8
CCN(CCCNC(=O)c1c(C)cc(=O)oc1C)c1cccc(C)c1	-31	-1.4	16
Later entries.
SMILES	OX1R antag-1	STK33 inh	OX1R antag-2
CC(=O)c1ccc(OCC(=O)NC(=O)NC2CCCCC2)cc1	-21	-0.7	17
O=C(NCc1nnc(SCc2ccccc2)n1-c1ccc(F)cc1)C12CC3CC(CC(C3)C1)C2	-37	-2.2	12
CCC(NC(=O)Nc1ccc(O)cc1)(C(F)(F)F)C(F)(F)F	-1	-0.9	48
COc1ccc(C(C)=O)cc1CSc1nc2cc(C(=O)O)ccc2c(=O)n1Cc1ccccc1	-17	-0.3	10
C=C(C(=O)O)C(CCCCCC)C(=O)O (configuration not stated)	-23	1.2	8
COc1ccccc1C(=O)Nc1nnc(SCC(=O)Nc2ccc3c(c2)oc2ccccc23)s1	6	-1.1	41
CCN(CC)N=Nc1ccc(S(N)(=O)=O)cc1	-5	-2.8	7
COc1ccc(-n2c(C)c(C)c3c(NCCCN(C)C)ncnc32)cc1	-15	0.8	13
COc1cccc(NC(=O)CN2C(=O)NC3(CCCc4ccccc43)C2=O)c1 (configuration not stated)	-9	·	7
CCC(C)[C@H](NC(=O)CCn1nnc2ccccc2c1=O)C(=O)O (some centres not stated)	3	-1.7	19
Cc1ccccc1-n1ncc2c1CC(C)(C)CC2NC(=O)CN1CCCC1=O (configuration not stated)	-8	-0.2	12
CC(C)NC(=O)C1CCN(c2ccc(S(=O)(=O)N3CCOCC3)cc2Cl)CC1	-9	-0.4	5
CCCOP(=O)(c1ccccc1)c1ccccc1	-13	0.4	6
